# AGP1-GFP MLPCN – modulators of TOR pathway AGP1-GFP in S. cerevisiae; S. cerevisiae AGP1-GFP multiplex flow cytometry, 3 h; GFP as percent of DMSO wells; GFP response vs DMSO, % at 10 µM; 320,000 compounds, 0.02% hits; AID 2066;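 active = GFP response relative to DMSO above a set limit, near screen average plus 3 SD, cut at about 150% in these data; inconclusive = fewer than 70 cells counted for the yeast strain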;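 note: median GFP channel fluorescence of the gated AGP1 strain per well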
# CIT2-GFP yeast – modulators of TOR pathway CIT2-GFP in S. cerevisiae. S. cerevisiae CIT2-GFP strain, flow cytometry, 3 h; 100 means same as DMSO wells. GFP response vs DMSO, % at 10 µM. 320,000 compounds, 0.065% hits;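 active = GFP response relative to DMSO above a set limit, near the screen mean plus 3 SD, cut at about 150% in these data; inconclusive = Fewer than 70 cells measured for a yeast strain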;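 note: ratio of well median GFP fluorescence to mean of DMSO wells on the plate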
# Fam108B counter – counter-screen for RBBP9 inhibitors: inhibitors of mouse Fam108B | recombinant Fam108B, FP-Rh probe fluorescence polarization | inhibition, % at 9.51 µM | 300,000 compounds, 0.33% hits;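 active = inhibition above the screen mean inhibition plus 3 SD, computed separately per campaign, cut at about 18% in these data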;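 note: inhibitors lower polarization as less probe binds the enzyme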
# GLD-1 TGE inh – GLD-1-TGE RNA interaction inhibition (C. elegans); 320,000 compounds, 0.44% hits; purified GLD-1 + fluorescein TGE RNA, fluorescence polarization; inhibition, % at 5.96 µM;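 active = percent inhibition above a per-plate cutoff, the plate mean of test compounds plus 3 SD, cut at about 30% in these data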;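 note: 0% = DMSO wells with GLD-1 and probe and 100% = wells lacking GLD-1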
# Target sequence (Q17339 whole entry, looked up): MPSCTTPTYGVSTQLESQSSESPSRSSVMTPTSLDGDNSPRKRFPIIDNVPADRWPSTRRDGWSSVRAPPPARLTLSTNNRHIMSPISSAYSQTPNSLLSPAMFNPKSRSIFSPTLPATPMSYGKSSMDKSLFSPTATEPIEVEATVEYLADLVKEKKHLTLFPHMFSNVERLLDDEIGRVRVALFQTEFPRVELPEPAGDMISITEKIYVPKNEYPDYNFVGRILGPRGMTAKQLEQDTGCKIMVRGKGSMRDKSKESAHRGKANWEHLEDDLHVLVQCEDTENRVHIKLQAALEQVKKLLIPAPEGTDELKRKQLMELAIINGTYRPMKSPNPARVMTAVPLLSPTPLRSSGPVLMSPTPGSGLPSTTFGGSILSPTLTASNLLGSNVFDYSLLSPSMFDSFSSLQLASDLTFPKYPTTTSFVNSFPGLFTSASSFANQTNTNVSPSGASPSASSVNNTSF
# MCL1 BIM primary – disrupts human MCL1 binding to BIM-BH3 peptide; Q07820; inhibition, % at 10.9 µM; 320,000 compounds, 0.68% hits; GST-MCL1 / FITC-Bim-BH3 fluorescence polarization; AID 2057;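 active = inhibition above the mean inhibition of all tested compounds plus 3 SD, set per campaign, cut at about 40% in these data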;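 note: 0% = DMSO wells and 100% = unlabeled Bim-BH3 peptide control; higher means more loss of mP so more displacement of Bim peptide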
# Target sequence (Q07820 whole entry, looked up): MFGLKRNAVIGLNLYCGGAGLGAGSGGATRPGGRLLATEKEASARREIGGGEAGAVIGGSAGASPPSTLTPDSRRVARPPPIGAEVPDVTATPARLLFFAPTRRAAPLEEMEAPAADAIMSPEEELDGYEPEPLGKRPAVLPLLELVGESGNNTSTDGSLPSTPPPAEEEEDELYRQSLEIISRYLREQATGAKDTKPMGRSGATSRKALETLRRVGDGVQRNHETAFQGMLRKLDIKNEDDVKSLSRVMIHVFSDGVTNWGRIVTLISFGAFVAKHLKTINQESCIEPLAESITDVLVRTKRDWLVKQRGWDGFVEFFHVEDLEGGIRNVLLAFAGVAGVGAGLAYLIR
# MEX-5 binding – C. elegans MEX-5 TCR-2 RNA binding activity | Q9XUB2 | MEX-5/FITC-TCR2 RNA binding, fluorescence polarization; stronger effect = lower value | activity score (negative = inhibition of binding), % at 10 µM | 300,000 compounds, 0.38% hits;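 active = inhibition past about -25% in most replicates, and total fluorescence under double the plate's negative control median, limit read from the data; inconclusive = replicates evenly split on the limit, or fluorescence at least double controls; inactive = too little inhibition in most replicates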;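 note: 0% = DMSO and -100% = 5 µM competing unlabeled TCR2 RNA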
# Bcl-xL primary – Bcl-xL (human) inhibition; inhibition, % at 10.9 µM; 320,000 compounds, 0.7% hits; Q07817; GST-Bcl-xL / FITC-Bim BH3 peptide fluorescence polarization;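 active = inhibition above the mean of all tested compounds plus 3 SD, cutoff set per campaign, cut at about 30% in these data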;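 note: 0% = DMSO wells and 100% = unlabeled Bim-BH3 peptide competitor; inhibitors lower millipolarization by displacing the labeled peptide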
# Target sequence (Q07817 whole entry, looked up): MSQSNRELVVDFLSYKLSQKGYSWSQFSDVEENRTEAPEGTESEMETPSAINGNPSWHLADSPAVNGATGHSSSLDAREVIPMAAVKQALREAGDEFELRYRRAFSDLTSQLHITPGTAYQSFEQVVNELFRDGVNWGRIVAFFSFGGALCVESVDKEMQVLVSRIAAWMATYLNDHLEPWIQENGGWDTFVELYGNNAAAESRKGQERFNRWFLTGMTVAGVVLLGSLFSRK
# GRK2 aptamer HTS – human GRK2 inhibition via aptamer displacement. P25098. bead flow cytometry, FAM-aptamer displacement from GRK2. inhibition of aptamer binding, % at 10 µM. 330,000 compounds, 0.59% hits. AID 488847;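 active = inhibition of aptamer binding above 40%, roughly 3 SD of noise, on plates passing a quality check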;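 note: median bead fluorescence of bound FAM aptamer so fluorescent compounds give negative values; no value below 0 was filed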
# VLA-4 inh – inhibition in a human VLA-4 binding assay | 330,000 compounds, 0.2% hits | inhibition, % (about 7 µM as worked out from the volumes in the protocol) | AID 2557 | P13612 | VLA-4 expressing cells, ligand binding flow cytometry; in the data active = inhibition above about 50%
# * = called active by the depositor; ? = inconclusive; . = no result given; & = joins results of further samples.
SMILES,AGP1-GFP MLPCN,CIT2-GFP yeast,Fam108B counter,GLD-1 TGE inh,MCL1 BIM primary,MEX-5 binding,Bcl-xL primary,GRK2 aptamer HTS,VLA-4 inh
COCCNc1nc(C)cc(-c2cc(C(=O)NCc3ccccc3)on2)n1,120,118,4,2,11,1.4,3,1,24
COc1ccc2c(c1)c1nc3ccccc3nc1n2CC(=O)OC(C)C,110,97,-4,8,59*,?,60*,1,6
CCCC(=O)N(Cc1cc2ccccc2[nH]c1=O)c1ccccc1OC,98,99,-4,8,4,0.1,6,0,-1
COc1cc2c(cc1OC)CN(C(C)C(=O)N1CCc3ccccc31)CC2 (centres undefined),101,106,1,2,0,1.4,2,2,7
CCn1ncc(C(=O)Nc2ccc(S(=O)(=O)N3CCCC3)cc2)c1C,101,103,-4,-5,1,-0.3,-1,0,9
COc1ccc(NC(=O)c2nc3nccc(C)n3n2)cn1,105,102,10,13,36,-19,34*,0,0
COc1ccc(N2CCN(C(c3nnnn3C3CCCC3)C(C)C)CC2)cc1 (centres undefined),114,101,1,-1,0,-0.1,6,0,0
CCN(c1ccccc1)S(=O)(=O)c1ccc(Cl)c(NC(=O)CSc2ncn[nH]2)c1,101,97,0,-3,4,-0.2,0,3,-18
COc1ccccc1C(=O)C1CCCN(C(=O)c2cnn(C(C)C)c2)C1 (centres undefined),100,98,-3,4,1,.,5,2,-4
COc1ccc(CNc2cccc(C)n2)c(O)c1,97,99,1,3,5,0.4,3,0,-2
CS(=O)(=O)Nc1ccc(C(=O)N2CCc3ccccc3C2)cc1,114,91,-2,5,1,0.7,0,0,-10
CCCCn1c(N)c(N(CCC(C)C)C(=O)c2[nH]c(C)c(C(=O)OCC)c2C)c(=O)[nH]c1=O,99,91,4,1,-2,-5.5,-1,1,-7
O=C(NCCc1ccccc1F)C1CC(=O)N(c2ccccc2)C1 (centres undefined),104,102,-1,-1,1,-0.2,6,2,3
Cn1c(SCC#N)nnc1-c1cnccn1,104,100,-3,1,1,1.4,-4,2,1
Cc1c(C(=O)N(CCc2ccccc2)Cc2ccccc2)cccc1[N+](=O)[O-],100,98,0,-1,-8,1.9,0,0,-5
O=C(c1ccc2c(c1)OCO2)N1CCNc2ccccc2C1,103,99,-7,-7,-8,-4.3,-5,0,18
COc1ccc(OC)c(NS(=O)(=O)c2ccc(Cl)nc2)c1,112,103,7,4,6,-1.5,1,3,-3
O=C(CSc1ncc(S(=O)(=O)c2ccccc2)c(=O)[nH]1)Nc1ccccc1Cl,101,93,5,9,-1,-2.9,4,7,2
COc1ccc(NC(=O)CN(C)CCOc2ccc(Cl)cc2)cc1OC,97,94,-6,2,-1,-1.3,-3,0,5
CN(CC(=O)Nc1ccccc1Cl)CC(=O)Nc1sc2c(c1C(N)=O)CCC2,105,99,0,-3,-3,-2.9,0,0,-15
NS(=O)(=O)c1ccc(CCNC(=O)CNC(=O)c2ccc(F)cc2)cc1,104,106,0,2,4,-0.4,5,0,-1
COc1ccc(S(=O)(=O)N2CCN(C)CC2)cc1C(=O)N1CCCCC1,103,106,-2,3,0,0.9,6,4,0
O=C(Nc1ccc(S(=O)(=O)Nc2cnc3ccccc3n2)cc1)c1ccc(Cl)c([N+](=O)[O-])c1,103,105,5,5,16,-1.4,9,0,2
CC(Oc1cccc(Cl)c1)C(=O)Nc1ccccc1N1CCCC1 (centres undefined),104,96,-1,8,-5,2.1,1,0,-4
CC(C)NC(=O)CSc1c2c(nc3ccccc13)CCCC2,99,99,2,-2,5,0.2,5,3,-3
# Further entries follow:
SMILES,AGP1-GFP MLPCN,CIT2-GFP yeast,Fam108B counter,GLD-1 TGE inh,MCL1 BIM primary,MEX-5 binding,Bcl-xL primary,GRK2 aptamer HTS,VLA-4 inh
COc1ccccc1C(=O)NN1C(=O)C2C3C=CC(O3)C2C1=O (centres undefined),97,99,5,5,-3,3.2,3,0,23
COc1ccc(C(c2nnnn2C2CCCCC2)N2CCN(C)CC2)c(OC)c1 (centres undefined),100,103,2,12,-7,-0.8,4,3,5
COc1ccccc1C1c2c(C)nn(-c3ccccc3)c2NC(=O)C1NC(=O)c1ccccc1 (centres undefined),114,110,9,4,7,1.5,4,0,28
N#Cc1c(NC(=O)C2CCCO2)sc2c1CCCCC2 (centres undefined),95,105,-1,3,-11,2.5,-4,2,-3
Cc1cc(C)nc(N(C#N)S(=O)(=O)c2ccccc2)n1,105,99,-6,11,-1,-0.3,-2,5,1
CCn1c(=O)c(C(=O)Nc2ccc(C)cc2C)c(O)c2ccccc21,100,101,2,-2,-3,1.5,5,2,5
CCc1cccc(C)c1NC(=O)COC(=O)c1c2c(nc3ccccc13)/C(=C\c1cccs1)CCC2,98,103,-25,-18,-20,-0.7,-6,0,6
Cc1cccc(/C=C(\C#N)C(=O)Nc2ccccn2)c1,101,103,-1,25,35,-19,37*,31,2
CCCCC(=O)NC(c1ccccc1Cl)c1ccc2cccnc2c1O (centres undefined),100,100,0,4,17,-0.6,4,2,3
CC(OC(=O)c1cnc(Cl)c(Cl)c1)C(=O)NCc1ccccc1 (centres undefined),98,98,.,-3,-4,.,3,2,7
CCOC(=O)c1c(CN2CCCCC2)oc2ccc(OC)cc12,109&99,105&99,-2&-2,-1&-3,-8&2,0.3&2.0,-9&-2,9&6,-11&1
COC(=O)C1=C(C)N(c2ccc(C)c(C)c2)/C(=C/c2cccs2)C1=O,99,104,-4,-2,-4,?,2,1,4
COc1ccc(C2CC(C(F)(F)F)n3nc(C(=O)NCc4c(C)nn(C)c4C)c(Cl)c3N2)cc1 (centres undefined),99,99,-6,2,3,-1.9,6,3,-4
CCNC(=O)NC(=O)C(C)OC(=O)c1ccc(-n2nc(SC)sc2=S)cc1 (centres undefined),99,94,-1,3,4,2.4,6,0,-3
CC1CC(C)CN(C(=O)Cn2c(-c3nonc3N)nc3ccccc32)C1 (centres undefined),103,105,-5,6,-3,1.6,-2,7,6
CCOC(=O)C1(CCCc2ccccc2)CCN(C(=O)c2cnn(CC)c2)CC1,78,59,-5,2,1,-1.2,9,1,17
CC(C)C(=O)Nc1nc2cc3c(cc2s1)OCO3,95,98,-3,4,-1,1.5,5,0,-21
CC1CCCN(CC(O)COCc2ccccc2)C1 (centres undefined),99,104,-2,4,6,1.7,8,4,-5
O=C(CNC(=O)c1ccc(Cl)cc1Cl)OCCOc1ccccc1F,109,106,.,-2,.,.,.,3,11
Cc1ccc(NC(=O)[C@H](CC(C)C)NC(=O)[C@@H]2Cc3ccccc3CN2)cc1,107,103,0,-1,6,-1.1,3,1,24
CC(C)(C)NC(=O)CSC(=Nc1ccccc1F)NC#N,105,90,1,0,0,-3.9,-1,2,16
O=C(C1CCCN(S(=O)(=O)c2ccc(Cl)cc2)C1)N(Cc1cccs1)C1CC1 (centres undefined),97,89,2,4,2,1.1,4,0,-1
O=C(Cn1c(=O)oc2ccccc21)N1CCOCC1,95,95,-2,1,0,1.5,4,2,26
Cc1ccc(NS(=O)(=O)c2cc3c4c(cccc4c2)C(=O)NC3=O)cc1C,100,105,0,11,27,-6.5,31*,5,-10
Cc1oc2cc3oc(=O)c(CCC(=O)NCCCC(=O)O)c(C)c3cc2c1C,90,95,-1,5,-2,0.6,4,1,-5

# An excerpt of these results, as tab-separated lines:
molecule	AGP1-GFP MLPCN	CIT2-GFP yeast	Fam108B counter	GLD-1 TGE inh	MCL1 BIM primary	MEX-5 binding	Bcl-xL primary	GRK2 aptamer HTS	VLA-4 inh
CCCCC(=O)NC(c1ccccc1Cl)c1ccc2cccnc2c1O (centres undefined)	100	100	0	4	17	-0.6	4	2	3
CC(OC(=O)c1cnc(Cl)c(Cl)c1)C(=O)NCc1ccccc1 (centres undefined)	98	98	.	-3	-4	.	3	2	7

# Continuation.
SMILES,AGP1-GFP MLPCN,CIT2-GFP yeast,Fam108B counter,GLD-1 TGE inh,MCL1 BIM primary,MEX-5 binding,Bcl-xL primary,GRK2 aptamer HTS,VLA-4 inh
O=C(NCc1cccnc1)c1ccccn1,84,.,2,-2,10,3.1,2,2,31
COc1ccc([C@H]2CC(=O)C=C(c3ccc4c(c3)OCO4)C2)cc1OC,91,91,.,0,4,.,7,0,3
CN1CCN(NC(=O)CN(C)S(=O)(=O)c2cc(Cl)ccc2Cl)CC1,106,107,2,3,1,0.5,-4,0,-6
Cc1ccc2nc(C3CCCN(C(=S)Nc4cccc(C)c4C)C3)[nH]c2c1 (centres undefined),100,106,-2,6,9,-1.0,6,0,-29
CCc1cccc(C)c1NC(=O)c1ccc(CN2CCc3ccccc3C2)cc1,102,105,2,-1,-3,1.0,5,0,-1
CN(C(=O)CO/N=C/c1ccc(Cl)cc1)c1ccccc1,103,104,8,2,-4,0.9,-7,2,5
N#CCSc1nnc(COc2cccc3ccccc23)n1-c1ccccc1,110,96,-4,1,-9,-2.2,-8,1,2
CC(C)NC(=O)c1ccc(S(=O)(=O)N(C)C)cc1,102,101,1,0,-3,0.3,-5,0,37
CC(C)NC(=O)NC(=O)CSc1nnc(COc2ccccc2Cl)o1,98,102,-1,6,-1,-1.5,4,71*,43
Cn1c(-c2ccc(N)cc2)nc2ccccc21,102,105,-3,4,1,.,5,0,12
CCC(C)(C)NC(=O)CN(C(=O)c1snc(C(N)=O)c1N)c1ccc2c(c1)OCCO2,101,98,-1,4,-1,-0.4,5,3,-7
CCOc1cccc(C(=O)NC(=S)Nc2ccccc2)c1,94,94,11,1,9,1.0,-1,0,0
CC(=O)c1ccc(S(=O)(=O)N2CCCC(N(C)CCc3ccccc3)C2)cc1 (centres undefined),100,101,0,8,5,1.0,6,0,-7
CCOC(=O)Cc1c(C)c2c(C)[nH]nc2oc1=O,?,?,2,-2,6,-1.9,2,0,-2
CN(C(=O)c1ccccc1)c1nccnc1C#N,98,97,3,4,2,-1.3,4,0,13
CN(C)c1nnnn1-c1ccccc1Oc1ncc(C(F)(F)F)cc1Cl,97,95,-1,1,4,0.6,5,2,-22
O=C(CSc1nnc(Cc2ccccc2)n1-c1cccc(Cl)c1)NNC(=O)Cc1ccccc1,95,97,-1,2,-3,-1.0,0,0,10
CC1(C)Cc2c(C#N)c(N)n(-c3ccccc3)c(=O)c2CO1,100,105,-1,3,-5,-0.9,2,3,8
COc1ccc(-c2csc(N3CCC(c4ccccc4)CC3)n2)cc1,107,107,0,-3,7,-1.7,7,5,14
CCn1cc(S(=O)(=O)Nc2cc(C)ccc2F)cn1,103,107,-2,4,12,-1.1,6,0,-19
COc1ccc(N(CCOc2ccccc2)S(=O)(=O)c2ccccc2)cc1,93,89,.,9,-1,.,3,0,5
FC(F)(F)c1cccc(CNC(=S)Nc2ccccc2)c1,104,104,1,-1,22,-4.8,6,0,-2
CC(=O)c1ccc(NC(=O)CCCC(=O)c2ccccc2)cc1,102,112,-1,4,2,1.5,-3,0,10
CCCN(CCC)C(=O)CC(c1ccccc1)c1cc(Br)ccc1O (centres undefined),89,85,-8,10,-2,.,2,5,-2
O=C(CSc1nnc(NC(=O)c2ccccc2[N+](=O)[O-])s1)NCc1ccco1,83,95,0,2,4,-0.8,7,0,5
OC(COc1ccccc1F)CN1CCC(Cc2ccccc2)CC1 (centres undefined),95,99,3,2,7,1.2,6,0,21
COCCCNC(=O)C1CCC(=O)N1Cc1ccccc1Cl (centres undefined),101,98,3,7,-5,-3.0,-2,0,12

# High-throughput results as filed in PubChem BioAssay.
